Screens deposited in PubChem BioAssay by several laboratories.
HRas wt GTP = human HRas wildtype GTP binding, change in either direction; GST-Ras wt beads, Bodipy-FL-GTP binding, flow cytometry; actives lie on both sides; 190,000 compounds, 0.14% hits; GTP binding activity, % at 10 µM; P01112; AID 759;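 active = GTP binding activity at least 20% away from the 100% baseline, either lowered as inhibitor or raised as activator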;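 also: 0% = unlabeled GTP competition control and 100% = no-compound control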
Target sequence (P01112 whole entry, looked up): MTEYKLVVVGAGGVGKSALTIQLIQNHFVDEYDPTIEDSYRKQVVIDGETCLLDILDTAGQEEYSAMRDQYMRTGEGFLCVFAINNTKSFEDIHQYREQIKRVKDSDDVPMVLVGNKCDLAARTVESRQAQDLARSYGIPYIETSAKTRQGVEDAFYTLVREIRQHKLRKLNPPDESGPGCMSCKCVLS
Rab2A wt mod = changes GTP binding to wildtype dog Rab2A, up or down | 190,000 compounds, 0.19% hits | GTP binding activity, % at 10 µM | P61105 | AID 760 | GST-Rab2 wt beads, Bodipy-GTP binding, flow cytometry;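 active = GTP binding activity at least 20 points away from 100%, either lowered or raised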;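 also: 0% = beads with excess unlabeled GTP and 100% = no-compound control corrected for plate trend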
Bim-Mcl-1 = inhibitors of Bim-Mcl-1 interaction, human; Q07820; AID 1009; inhibition, % at 10 µM; Bead-based flow cytometry, Bim peptide-Mcl-1 binding; 190,000 compounds, 0.1% hits; in the data active = inhibition above about 40%;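 also: 0% = no compound tracer wells and 100% = peptide blocker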
Target sequence (Q07820 whole entry, looked up): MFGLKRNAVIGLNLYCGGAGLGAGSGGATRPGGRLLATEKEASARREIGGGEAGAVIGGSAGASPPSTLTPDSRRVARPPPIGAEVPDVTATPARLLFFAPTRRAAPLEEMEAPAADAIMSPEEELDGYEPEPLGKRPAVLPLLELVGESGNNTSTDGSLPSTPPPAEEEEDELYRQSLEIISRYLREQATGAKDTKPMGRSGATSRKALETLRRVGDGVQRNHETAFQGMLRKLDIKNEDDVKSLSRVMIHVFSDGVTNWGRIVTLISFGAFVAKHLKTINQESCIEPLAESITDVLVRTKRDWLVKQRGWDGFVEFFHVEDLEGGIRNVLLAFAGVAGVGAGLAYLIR
Rac1 wt GTP bind = modulators of human Rac1 wildtype GTP binding; P63000; 190,000 compounds, 0.27% hits; GST-Rac1 beads, fluorescent GTP binding, flow cytometry; actives lie on both sides; 0 = cold GTP competed, 100 = untreated; GTP binding activity (% of control), % at 10 µM;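 active = GTP binding activity at least 20 points away from the 100% control level, either lower or higher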
Mcl1 Bid PPI = Mcl-1/Bid interaction inhibition. Q07820. TR-FRET Mcl-1/Bid-Dy647 peptide binding, 1536-well. inhibition, % at 21.7 µM. 220,000 compounds, 0.97% hits;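 active = compounds that cut the binding signal by more than half at the single screening dose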;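 also: His-tagged Mcl-1 with europium anti-His antibody binding Bid BH3 peptide; 0% = Mcl-1 plus peptide wells and 100% = peptide-only wells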
Pf gamet viab = P. falciparum stage V gametocyte viability inhibition; inhibition, % at 10.9 µM; P. falciparum stage V gametocytes, ATP luminescence, 24 h; 150,000 compounds, 0.065% hits;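 active = inhibition above the mean plus 3 SD of compounds within the control limits, set per campaign, cut at about 38% in these data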;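 also: 0% = DMSO wells and 100% = medium only without gametocytes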
Mcl1-Noxa inh = Mcl-1/Noxa interaction inhibition; TR-FRET Mcl-1/Noxa peptide binding, 2 h; Q07820; 220,000 compounds, 1.5% hits; inhibition, % at 21.7 µM;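 active = compounds that cut the protein-peptide binding signal by more than 50% relative to plate controls in a single-dose test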;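 also: His-tagged Mcl-1 with rhodamine Noxa BH3 peptide and terbium anti-His antibody; 0% = Mcl-1 plus Noxa peptide wells and 100% = peptide-only wells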
RGS8-Gao reg = regulators of human RGS8-Galphao interaction | multiplexed bead flow cytometry, RGS8-Galphao binding; actives lie on both sides | response (percent of control binding), % at 10 µM | 220,000 compounds, 0.34% hits; in the data active = response below about 60% or above about 140%; inactive = in between;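 also: Galphao activated as the GDP aluminium fluoride complex binding bead-coupled RGS8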
Target sequence (P09471 whole entry, looked up): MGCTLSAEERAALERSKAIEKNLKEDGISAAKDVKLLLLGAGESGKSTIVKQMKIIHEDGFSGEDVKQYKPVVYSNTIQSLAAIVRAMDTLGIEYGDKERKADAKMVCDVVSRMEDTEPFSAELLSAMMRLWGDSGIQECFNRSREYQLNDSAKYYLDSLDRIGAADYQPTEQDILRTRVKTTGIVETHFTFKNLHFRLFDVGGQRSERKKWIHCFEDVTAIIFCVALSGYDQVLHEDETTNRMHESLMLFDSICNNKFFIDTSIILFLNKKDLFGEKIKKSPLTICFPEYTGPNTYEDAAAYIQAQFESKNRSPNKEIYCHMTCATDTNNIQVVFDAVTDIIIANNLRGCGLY
Rab7 wt GTP bind = dog Rab7 wildtype GTP binding, inhibitors and activators | GTP binding activity (percent of control), % at 10 µM | GST-Rab7 beads, fluorescent GTP binding, flow cytometry; actives lie on both sides; untreated = 100%, excess cold GTP = 0% | 190,000 compounds, 0.055% hits;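 active = fluorescent GTP binding to Rab7 beads changed by at least 20 points from the 100% baseline, either direction, mostly lower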;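 also: median green fluorescence of bound Bodipy-FL-GTP per Rab7 bead population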
Cdc42 wt = changes GTP binding to wildtype human Cdc42; GST-Cdc42 beads, Bodipy-GTP binding, flow cytometry; actives lie on both sides; percent activity (GTP binding), % at 10 µM; 190,000 compounds, 0.2% hits; AID 761;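 active = percent activity GTP binding at least 20 points away from the 100% baseline, either down as inhibitor or up as activator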;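 also: median bead fluorescence of bound Bodipy-FL-GTP at 100 nM; 0% = excess unlabeled GTP control and 100% = no compound control; below 100% means less GTP binding so inhibitor and above means activator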
Rac1 act GTP bind = human Rac1 activated mutant GTP binding change | AID 764 | percent activity (GTP binding), % at 10 µM | 190,000 compounds, 0.11% hits | GST-Rac1 activated beads, fluorescent GTP binding, flow cytometry; actives lie on both sides; 100% means binding = to untreated wells;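 active = GTP binding at least 20 percentage points away from the 100% baseline, in either direction, so actives lie on both sides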
Active calls of the source: *; · = no result given; & = joins results of further samples.

SMILES	HRas wt GTP	Rab2A wt mod	Bim-Mcl-1	Rac1 wt GTP bind	Mcl1 Bid PPI	Pf gamet viab	Mcl1-Noxa inh	RGS8-Gao reg	Rab7 wt GTP bind	Cdc42 wt	Rac1 act GTP bind
O=C1CN(S(=O)(=O)c2ccc(Cl)cc2)CC(=O)N1CCc1ccccc1	103	104	0	99	-21	2	9	103	105	103	97
CC(CC(=O)Nc1ccccc1)n1ccnc1 (stereo unspecified)	97	100	-3	100	2	-4	10	112	96	98	97
Cc1ccccc1Oc1ncnc(N)c1[N+](=O)[O-]	100	97	0	102	-19	-2	-14	101	101	98	96
CCOc1cc(CNCCc2ccc(S(N)(=O)=O)cc2)ccc1OCc1ccc(Cl)cc1	104	102	2	111	-14	4	29	112	102	106	105
O=C(CN1CCN(c2ccc(F)cc2)CC1)NC(=O)NCc1ccco1	102	98	2	108	-32	-1	19	96	102	101	99
CC(=O)Nc1ccc(C(=O)N/N=C/c2cc(Br)cc(Br)c2O)cc1	94	96	-8	90	-65	20	1	101	102	90	89
N#CCCN(C1CCCCC1)S(=O)(=O)CCOc1ccccc1	103	102	3	107	-14	·	0	99	99	104	103
COc1ccc(NC(=O)C2CCCN(S(=O)(=O)c3cccc4cccnc34)C2)cc1OC (stereo unspecified)	95	96	3	101	-54	·	-9	98	94	100	96
CCOCCCNC(=O)CCCC1=NS(=O)(=O)c2ccccc2N1	100	104	-6	106	-3	-20	6	105	101	103	99
COc1ccc(N(C(=O)COc2ccccc2)C2C=CS(=O)(=O)C2)c(OC)c1 (stereo unspecified)	98	95	-5	96	4	·	1	100	96	96	92
Cc1ccc(-n2c(C)cc(C(=O)Cn3nc(C(=O)O)c4ccccc4c3=O)c2C)cc1	88	83	-8	87	50	·	14	101	91	89	83
Nc1ccc(N(c2ccccc2)c2ccc(N)cc2)cc1	102	102	0	103	-35	-19	35	94	101	104	101
O=C(NC(=O)c1ccncc1)NC(c1ccccc1)c1ccccc1	99	98	0	99	-3	-9	31	102	98	100	98
CC(=O)c1ccc(NC(=O)CSc2nc(C)cc(C)c2C(N)=O)cc1	100	100	3	99	-12	24	18	101	104	100	98
C[C@H](NC(=O)C1(c2ccccc2)CCN(C(=O)[C@H]2CSCN2C(=O)OC(C)(C)C)CC1)C(=O)O	99	97	-5	99	-6&-7	·	5&11	100	95	99	95
CCOC(=O)c1c(NC(C)=O)sc2c1CCCNC2=O	100	99	4	106	-4	13	20	83	100	103	98
O=C(CCc1ccccc1)Nc1ccc(S(=O)(=O)N2CCCC2)cc1	94	95	0	94	1	6	17	109	99	90	93
O=S(=O)(CC(CN1CCCC1)N1CCCC1)c1ccc2ccccc2c1 (stereo unspecified)	102	103	18	106	-4	6	9	105	101	102	97
N#CC(C(=O)Nc1ccccc1)=C1Nc2ccccc2N1	101	101	0	108	17	·	21	102	100	103	101
CCNC(=O)CC1C(=O)N(c2ccc(C)cc2)C(=O)N1CCc1sccc1C (stereo unspecified)	100	99	2	99	-19	-5	-1	102	106	97	96
C=CCN(C(=O)CNC(=O)c1ccco1)C(C(=O)NC1CCCCC1)c1ccc(OC)cc1OC (stereo unspecified)	99	98	-2	102	-27	·	-11	103	98	97	97
O=C(c1ccc(Cn2c(=O)[nH]c3ccsc3c2=O)cc1)N1CCN(c2ccccc2)CC1	94	96	-25	93	-46	5	8	96	104	93	93
CCC(Sc1nc2ccccc2c2nc3ccccc3n12)C(=O)NCc1ccco1 (stereo unspecified)	103	101	-1	106	-16	·	5	98	103	103	98
C=CCn1c(SCC(=O)Nc2ccc3c(c2)CCC3)nc2ccccc2c1=O	99	98	-4	103	14	-17	11	96	100	96	100
COC(=O)CSc1nc2ccccc2n1CC(=O)N(C(C)C)C(C)C	103	102	-4	107	-7	-14	-11	102	104	106	101
CCc1ccc(OCC(=O)OCC(=O)c2c(N)n(C)c(=O)n(C)c2=O)cc1	93	94	-3	95	-7	4	-7	102	94	92	93
CN(C)c1ccc(NC(=O)COC(=O)Cn2nnc3ccccc32)cc1	99	101	-5	102	-25	-17	71*	97	101	101	100
CCOC(=O)C1=C(C)OC(N)=C(C#N)C1c1c(C)nn(-c2ccc(C)cc2)c1Cl (stereo unspecified)	98	100	-1	101	-62	·	-2	99	95	97	96
CCO[C@@H]1OC(C(=O)N2CCN(Cc3ccc4c(c3)OCO4)CC2)=C[C@H](c2csc3ccccc23)[C@H]1CCCO	94	95	0	98	11	·	-7	101	100	94	93
O=C(CSc1n[nH]c(-c2ccccc2Cl)n1)NCc1cccc(C(=O)O)c1	97	97	19	96	-4	-2	13	102	101	93	94

15 structures already listed, arranged by formula weight, falling.
SMILES	HRas wt GTP	Rab2A wt mod	Bim-Mcl-1	Rac1 wt GTP bind	Mcl1 Bid PPI	Pf gamet viab	Mcl1-Noxa inh	RGS8-Gao reg	Rab7 wt GTP bind	Cdc42 wt	Rac1 act GTP bind
C=CCN(C(=O)CNC(=O)c1ccco1)C(C(=O)NC1CCCCC1)c1ccc(OC)cc1OC (stereo unspecified)	99	98	-2	102	-27	·	-11	103	98	97	97
O=C(c1ccc(Cn2c(=O)[nH]c3ccsc3c2=O)cc1)N1CCN(c2ccccc2)CC1	94	96	-25	93	-46	5	8	96	104	93	93
CCC(Sc1nc2ccccc2c2nc3ccccc3n12)C(=O)NCc1ccco1 (stereo unspecified)	103	101	-1	106	-16	·	5	98	103	103	98
CCOC(=O)C1=C(C)OC(N)=C(C#N)C1c1c(C)nn(-c2ccc(C)cc2)c1Cl (stereo unspecified)	98	100	-1	101	-62	·	-2	99	95	97	96
O=C(CSc1n[nH]c(-c2ccccc2Cl)n1)NCc1cccc(C(=O)O)c1	97	97	19	96	-4	-2	13	102	101	93	94
CCNC(=O)CC1C(=O)N(c2ccc(C)cc2)C(=O)N1CCc1sccc1C (stereo unspecified)	100	99	2	99	-19	-5	-1	102	106	97	96
C=CCn1c(SCC(=O)Nc2ccc3c(c2)CCC3)nc2ccccc2c1=O	99	98	-4	103	14	-17	11	96	100	96	100
CCc1ccc(OCC(=O)OCC(=O)c2c(N)n(C)c(=O)n(C)c2=O)cc1	93	94	-3	95	-7	4	-7	102	94	92	93
O=S(=O)(CC(CN1CCCC1)N1CCCC1)c1ccc2ccccc2c1 (stereo unspecified)	102	103	18	106	-4	6	9	105	101	102	97
COC(=O)CSc1nc2ccccc2n1CC(=O)N(C(C)C)C(C)C	103	102	-4	107	-7	-14	-11	102	104	106	101
O=C(CCc1ccccc1)Nc1ccc(S(=O)(=O)N2CCCC2)cc1	94	95	0	94	1	6	17	109	99	90	93
CC(=O)c1ccc(NC(=O)CSc2nc(C)cc(C)c2C(N)=O)cc1	100	100	3	99	-12	24	18	101	104	100	98
CN(C)c1ccc(NC(=O)COC(=O)Cn2nnc3ccccc32)cc1	99	101	-5	102	-25	-17	71*	97	101	101	100
O=C(NC(=O)c1ccncc1)NC(c1ccccc1)c1ccccc1	99	98	0	99	-3	-9	31	102	98	100	98
N#CC(C(=O)Nc1ccccc1)=C1Nc2ccccc2N1	101	101	0	108	17	·	21	102	100	103	101

Following part:
SMILES	HRas wt GTP	Rab2A wt mod	Bim-Mcl-1	Rac1 wt GTP bind	Mcl1 Bid PPI	Pf gamet viab	Mcl1-Noxa inh	RGS8-Gao reg	Rab7 wt GTP bind	Cdc42 wt	Rac1 act GTP bind
Cc1ccc(NS(=O)(=O)c2cccc(C(=O)NNC(=O)NC3CCCCC3)c2)c(C)c1	96	95	-6	101	-69	·	-8	111	95	96	94
CCOC(=O)N1CCN(c2nc(-c3cccs3)cc(C(F)(F)F)n2)CC1	100	97	-2	98	16	·	-28	99	98	98	98
CC1(C(=O)Nc2nccs2)Cc2ccccc2C(=O)O1 (stereo unspecified)	102	99	-1	105	-37	·	-14	99	100	103	97
COc1ccc(C(=O)Cn2ccsc2=NC(C)=O)cc1	92	96	0	95	-11	10	-11	104	95	94	97
Cn1cc(C(=O)NC2CCCCCCC2)c(=O)c2cc(S(=O)(=O)N3CCCC3)ccc21	97	99	0	100	6	2	-7	122	96	96	97
CCOC(=O)/C=C1\SCC(=O)N1CCOc1cccc(Br)c1	62*	79*	-3	86	-42	·	-9	101	73*	83	84
COc1ccc(N2C(=O)C(Cl)=C(N3CCN(Cc4ccccc4)CC3)C2=O)cc1	103	102	-4	98	-27	·	3	106	102	102	99
CCCCOC(=O)Nc1ccc(N(C)C)cc1	103	100	1	104	-48	9	75*	81	97	107	100
CCC(=O)NNC(=O)CCC(=O)Nc1cccc(Cl)c1C	93	96	0	92	-30	5	2	96	92	93	91
C=CCn1c(=N)c(C(=O)NCCCOC)cc2c(=O)n3ccccc3nc21	99	98	1	101	20	·	-6	100	100	102	98
Brc1cccc(OCCN2CCCCC2)c1	101	99	-2	102	18	2	31	104	104	96	100
O=C(CSc1nnnn1C1CCCC1)N1CCCc2ccccc21	100	98	-1	95	-20	·	-13	104	99	96	96
CSCC[C@H](NC(=O)OC(C)(C)C)c1nnc(SCC(N)=O)o1	99	99	0	99	-60	·	4	100	99	100	98
CCCCOc1ccc(-c2nnn(CC(=O)NCc3ccco3)n2)cc1	99	101	-2	101	-3	·	-6	104	100	101	97
